Screens: PubChem, National Center for Advancing Translational Sciences (NCATS)
D1 antag: antagonists of human D1 dopamine receptor; HEK293 TREx D1 cells, calcium flux, dopamine EC80; active compounds read low; activity change, negative = inhibition, % at 10 µM; actives 3.2% (n = 360,000); AID 504652; in the data active = activity change below about -30%; note: % is set by controls: 0 for no effect and ±100 for the full control effect
Target sequence (P21728 whole entry, looked up): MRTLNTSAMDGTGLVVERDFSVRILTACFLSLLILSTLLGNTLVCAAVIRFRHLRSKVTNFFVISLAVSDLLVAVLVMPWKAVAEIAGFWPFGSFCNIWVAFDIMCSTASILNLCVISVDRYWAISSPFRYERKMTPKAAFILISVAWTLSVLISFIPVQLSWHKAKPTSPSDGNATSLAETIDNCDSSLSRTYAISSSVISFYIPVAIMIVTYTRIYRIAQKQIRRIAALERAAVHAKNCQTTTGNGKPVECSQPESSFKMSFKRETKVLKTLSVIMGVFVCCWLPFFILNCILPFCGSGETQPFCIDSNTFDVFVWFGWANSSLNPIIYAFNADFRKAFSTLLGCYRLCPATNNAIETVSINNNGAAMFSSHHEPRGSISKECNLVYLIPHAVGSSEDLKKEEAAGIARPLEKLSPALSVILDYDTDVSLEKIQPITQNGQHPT
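Inducible Hek293 Trex D1 cells (tetracycline, overnight, 30 C). Calcium dye 30–90 min RT. Antagonist mode: EC80 dopamine added after 180 s compound read.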
RXFP1 agonist: activates the human relaxin receptor RXFP1. Q9HBX9. HEK293T-RXFP1 cAMP TR-FRET, 30 min; response scale: percent of porcine relaxin response, buffer zero. Potency, µM (titrated, usually from 57.5 µM), without a hit: at the top dose activation, most hits filed as activators. actives 0.3% (n = 370,000). AID 2676; note: potency is the fitted concentration of half-maximal effect; % is set by controls: 0 for no effect and ±100 for the full control effect; nearly all actives have a fitted effect of over 60% in size; many of its hits are not listed in these tables
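cAMP rise read by TR-FRET after 30 min, 37C compound exposure (up to 58 uM) in RXFP1-transfected HEK293 cells with Ro 20174 present. EC50 from Hill-equation fits, with 29 nM porcine relaxin as 100% and buffer as basal.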
TRHR enhancer: allosterically enhances the human TRH receptor | enhancement, % at 2 µM | AID 493056 | TRHR cells, fluo-8 calcium fluorescence, EC20 TRH enhancement | actives 0.66% (n = 360,000) | P34981; in the data active = enhancement above about 30%; note: 0% is about no effect
Target sequence (P34981 whole entry, looked up): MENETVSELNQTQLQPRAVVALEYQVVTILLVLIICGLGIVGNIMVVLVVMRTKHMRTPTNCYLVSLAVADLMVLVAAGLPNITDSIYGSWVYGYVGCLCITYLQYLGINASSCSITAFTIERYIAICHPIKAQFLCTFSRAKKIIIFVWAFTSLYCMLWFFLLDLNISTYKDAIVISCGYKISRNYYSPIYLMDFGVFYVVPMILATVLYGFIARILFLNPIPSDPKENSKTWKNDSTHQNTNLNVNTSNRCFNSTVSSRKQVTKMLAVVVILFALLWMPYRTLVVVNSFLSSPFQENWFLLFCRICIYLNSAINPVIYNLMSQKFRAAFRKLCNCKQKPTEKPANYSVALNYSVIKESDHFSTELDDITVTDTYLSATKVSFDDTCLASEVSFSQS
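TRHR-expressing cells loaded with fluo-8 calcium dye were read kinetically (ex 480/em 530) during compound addition, then stimulated with an EC20 of TRH (10 nM final). Enhancement of the Gq-mediated intracellular calcium response was scored.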
D1 agonist: agonists of human D1 dopamine receptor; P21728; HEK293 T-REx D1 cells, calcium flux, agonist mode; activation, % at 2 µM; actives 1% (n = 360,000); AID 504660; in the data active = activation above about 30%; note: 0% is about no effect
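Agonism was scored from calcium flux recorded over 180 s (1 read/s) after pintool compound addition, following a 10-cycle baseline. Cells were inducible force-coupled HEK293 TREx D1, plated overnight at 30 C and loaded with no-wash calcium dye.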
TRHR ag: activates the human TRH receptor | TRHR cells, calcium flux fluo-8, FDSS agonist mode | activation, % at 2 µM | P34981 | AID 493084 | actives 0.18% (n = 360,000); in the data active = activation above about 30%; note: 0% is about no effect
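Steps: seed TRHR cells overnight; add fluo-8 no-wash Ca dye, RT 30 min–1.5 h; record 10 s baseline; pin-transfer compounds; monitor fluorescence 1 cycle/s for the agonist window. Calcium increases flag candidate agonists.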
Anesthetic bind: binds horse apoferritin like a general anesthetic; actives 0.074% (n = 350,000); P02791; apoferritin/1-aminoanthracene competitive binding, fluorescence; Potency, µM (titrated, usually from 77.5 µM), without a hit: at the top dose activity change, negative = displacement, actives largely listed as inhibitors; AID 485281; note: potency is the fitted concentration of half-maximal effect; % is set by controls: 0 for no effect and ±100 for the full control effect; nearly all actives have a fitted effect of over 20% in size
Target sequence (P02791 2-175 limits assumed): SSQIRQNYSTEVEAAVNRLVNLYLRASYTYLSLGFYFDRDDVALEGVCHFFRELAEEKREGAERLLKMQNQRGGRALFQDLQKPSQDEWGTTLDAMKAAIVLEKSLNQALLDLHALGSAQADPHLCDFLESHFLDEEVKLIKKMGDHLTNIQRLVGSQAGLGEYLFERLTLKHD
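10 uM apoferritin + 50% sat. 1-AMA, PBS; cpd 10 min RT; Ex380/Em535 endpoint; normalized to free probe vs complex; 4-param Hill fit; propofol titration as pos. ctrl.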
D1 potentiator: human D1 dopamine receptor positive modulation; P21728; HEK293 TREx D1 cells, calcium flux, dopamine EC20 potentiation; potentiation, % at 10 µM; actives 0.036% (n = 360,000); in the data active = potentiation above about 30%; note: 0% is about no effect
D2 PAM: positively modulates the human D2 dopamine receptor allosterically | P14416 | HEK293 T-REx D2, calcium flux, EC20 dopamine potentiation | potentiation, % at 10 µM | actives 0.34% (n = 340,000);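 active = potentiation over 3 SD above the plate norm, cut at about 30% in these data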; note: 0% is about no effect
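Cells plated with tetracycline inducer and held overnight at 30 C; calcium dye loaded 30–90 min at room temperature; baseline taken, compound added and read 180 s; EC20 dopamine then added and read 180 s.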
RXFP1 antagonist: antagonists of human relaxin receptor RXFP1 | Q9HBX9 | HEK293-RXFP1, relaxin-stimulated cAMP HTRF, 30 min; active compounds read low | activity change, negative = inhibition, % at 57.5 µM | actives 0.59% (n = 350,000) | AID 1259400;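 active = activity change of -60% or lower, but not beyond a set lower limit; inconclusive = change between -60% and -40%, or beyond the set limit; inactive = change above -40%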; note: % is set by controls: 0 for no effect and ±100 for the full control effect
Starred values were filed as active, the others as inactive; ? = inconclusive; nt = not tested or not shown; & = joins results of further samples; [ ] = another dose, or the depositor's remark. Unless noted, calls come from the whole dose curve; as a rule, active = well fitted curve in the direction sought with a large enough effect; inconclusive = small, poorly fitted or top-dose-only effect, or another doubt; inactive = no such curve, though single readings can be large; an effect the other way counts as inactive or inconclusive. The list is partial. The share of hits here may be higher or lower than overall.

SMILES	D1 antag	RXFP1 agonist	TRHR enhancer	D1 agonist	TRHR ag	Anesthetic bind	D1 potentiator	D2 PAM	RXFP1 antagonist
CC(/C=N/N1CCN(c2ccccc2)CC1)=C\c1ccco1	2.4	-3.1%	1.0	-0.2	-0.5	-8.8%	7.8	10.7	-19.9
COc1nc(-c2ccccc2)ccc1-c1noc(C)n1	2.1	2.2%	-1.2	0.6	0.1	-22.8%	-7.0	-7.0	-5.2
Cn1c(C(=O)OC(C(=O)NC(C)(C)C)c2cccnc2)cc2sccc21 (configuration not stated)	-0.2	0.4%	-13.0	0.4	-1.0	-4.4%	-7.0	-5.2	-22.6
CC1Cc2nc(SCC(=O)NCc3ccccc3)n(Cc3ccccc3)c(=O)c2S1 (configuration not stated)	-1.6	-0.6%	-7.0	-1.9	-0.3	-5.8%	8.2	9.8	-5.2
COCCOc1cc(NC(=O)CS(=O)CC(=O)N(C)C)c(Cl)cc1Cl (configuration not stated)	17.1	0.0%	-5.4	3.2	0.0	-6.4%	1.2	-5.4	-3.9
O=C(CNC(=O)c1ccc(Br)o1)NCCc1ccc(F)cc1	2.7	1.4%	-4.8	0.6	0.3	-10.0%	-4.5	-21.9	9.5
COc1ccccc1C1=NOC(Cn2c(NCCOCCO)nc3c2c(=O)n(C)c(=O)n3C)C1 (configuration not stated)	11.2	8.6%	-0.6	0.9	0.1	-0.8%	0.9	-8.0	9.7
O=C(Nc1cccc(F)c1)NC1CCN(Cc2ccccc2)CC1	nt	-2.1%	-1.1	10.4	2.4	-4.0%	-5.2	-29.4	-0.7
O=C(c1sc2cc([N+](=O)[O-])ccc2c1Cl)N1CCCCC1	-11.2	3.2%	-6.3	5.5	0.2	?	-6.6	-1.3	-15.7
CCC(C)NC(=O)Cn1ccc2cc(S(=O)(=O)N3CCCCCC3)ccc21 (configuration not stated)	2.3&-4.3	2.4%&0.8%	-5.4&0.4	1.7&20.1	0.2&-0.5	-20.3%&51.4%	-1.1&-0.6	-8.8&-5.3	2.3&0.8
COc1cccc(Cn2cnc3c2c(=O)n(C)c(=O)n3C)c1	-12.4	?	-15.7	14.1	-1.5	-4.8%	-7.5	0.2	-0.6
CCOc1ccc(-n2nc(CO)c(C(=O)NCc3cccs3)n2)cc1	8.8	0.2%	-7.6	0.8	-1.6	-8.9%	-0.2	-5.1	?
CN(C)S(=O)(=O)c1ccc(C(=O)Nc2ccc(OCC(=O)N3CCOCC3)cc2)cc1	7.2	2.7%	0.1	2.8	0.0	-10.7%	-1.9	12.6	-1.3
C=CCN(Cc1ccc(Cl)s1)C(=O)c1cc(S(=O)(=O)N2CCOCC2)ccc1F	-19.7	1.5%	3.4	1.4	0.0	nt	-2.0	8.8	-14.9
CCCn1cc(S(=O)(=O)c2ccccc2)c(=O)c2cc(F)c(N3CCN(C)CC3)cc21	-7.5	5.8%	0.6	6.3	0.0	-7.4%	-5.9	-3.5	-6.6
CN1CCCc2cc3c(C(F)(F)F)cc(=O)oc3nc21	2.1	7.7%	2.0	53.4*	49.3*	720.0%[activator]	-1.2	-4.8	12.9
COc1cc(C2C(C(=O)c3ccc(C)o3)=C(O)C(=O)N2c2cc(C)on2)cc(OC)c1OC (configuration not stated)	9.8	-0.8%	-0.4	2.1	0.2	-8.9%	-5.0	-2.2	0.1
Cc1ccc(C)c(NS(=O)(=O)c2ccc(OCC(=O)NCC3CCCO3)cc2)c1 (configuration not stated)	-6.2	0.2%	-0.9	1.3	1.7	-6.1%	-0.9	0.9	-2.7
COc1cc(NC(=O)c2ccccc2)c(OC)cc1NC(=O)CN1CCCCC1	-11.9	0.1%	-1.3	0.3	-0.1	-14.4%	-1.9	2.1	2.1
COc1ccc2nc(NC(=O)[C@@H]3CCCN3C(=O)c3cccs3)sc2c1	10.7	1.9%	1.1	-1.1	-0.6	-22.2%	-2.7	6.7	-15.9
COc1ccc(N=Cc2cc(Cl)ccc2O)cc1Cl	-4.6	1.6%	-1.5	2.0	0.2	-3.6%	5.0	6.5	3.8
CCOC(=O)N1CCC(N2Cc3cccc(C(=O)Nc4ccc(F)cc4)c3C2=O)CC1	-53.4*	0.7%	-1.9	-0.2	0.4	-6.3%	-1.6	-15.4	-11.6
Cc1cc(C(=O)N/N=C/c2ccc[nH]2)no1	15.7	-0.8%	0.0	0.5	-0.2	-4.3%	-2.5	0.5	-2.8
COc1ccc(CC(=O)OCC(=O)Nc2ccc3c(c2)OCCO3)cc1OC	-26.7	-0.1%	1.7	0.0	-0.3	2.1%	-3.8	1.6	5.0
Cc1ccc(-n2ncc(C#N)c2/N=C/N2CCN(C)CC2)cc1	-12.3	-0.5%	0.5	2.1	0.0	-3.3%	-5.4	-25.8	2.3

A portion taken from the entries so far:
SMILES	D1 antag	RXFP1 agonist	TRHR enhancer	D1 agonist	TRHR ag	Anesthetic bind	D1 potentiator	D2 PAM	RXFP1 antagonist
CC(/C=N/N1CCN(c2ccccc2)CC1)=C\c1ccco1	2.4	-3.1%	1.0	-0.2	-0.5	-8.8%	7.8	10.7	-19.9
COc1nc(-c2ccccc2)ccc1-c1noc(C)n1	2.1	2.2%	-1.2	0.6	0.1	-22.8%	-7.0	-7.0	-5.2
Cn1c(C(=O)OC(C(=O)NC(C)(C)C)c2cccnc2)cc2sccc21 (configuration not stated)	-0.2	0.4%	-13.0	0.4	-1.0	-4.4%	-7.0	-5.2	-22.6
CC1Cc2nc(SCC(=O)NCc3ccccc3)n(Cc3ccccc3)c(=O)c2S1 (configuration not stated)	-1.6	-0.6%	-7.0	-1.9	-0.3	-5.8%	8.2	9.8	-5.2

Other structures follow:
SMILES	D1 antag	RXFP1 agonist	TRHR enhancer	D1 agonist	TRHR ag	Anesthetic bind	D1 potentiator	D2 PAM	RXFP1 antagonist
COc1ccc(N(C)S(=O)(=O)c2ccc3c(c2)CCC(=O)N3)cc1	-25.2	1.5%	-5.8	2.0	0.0	-8.4%	-2.1	-1.9	7.7
COc1ccc(CCN2C(=O)CN(Cc3ccccc3)CC2=O)cc1OC	-7.6	0.4%	0.7	1.2	-0.7	-10.5%	2.8	-6.9	6.0
CCC(=O)Nc1sc2c(c1C(=O)N(C)C)CCCCC2	4.5	-2.8%	-2.7	-0.3	-0.1	-13.1%	-1.3	2.5	3.9
CCN(CC1CCCO1)C(=O)c1cc(COc2ccc(OC)cc2Cl)on1 (configuration not stated)	-16.5	-0.3%	-6.5	10.2	-0.2	?	-11.7	7.4	-14.9
COc1cccc(-c2nc3n(n2)C(c2cccs2)C(C(=O)Nc2cccnc2)=C(C)N3)c1 (configuration not stated)	-11.8	0.1%	6.0	0.8	-0.1	2.0%	-1.4	9.6	-25.5
Cc1cncn1CCc1nc2c3ccccc3nc(SCC(=O)Nc3ccccc3F)n2n1	-1.3	3.8%	-4.0	-1.9	-0.4	-1.7%	-1.2	5.9	-7.6
O=C(Cn1c(=O)n(Cc2ccccc2)c(=O)c2sc3ccccc3c21)Nc1ccccc1	4.3	9.8%	-9.8	2.4	1.0	-12.8%	0.7	14.3	-7.5
O=C(N/N=C/c1ccc(OC2CSC2)cc1)c1ccc(CN2CCOCC2)cc1	3.5	-1.5%	6.4	5.8	-0.3	-6.2%	-1.6	-11.4	?
COc1ccc(/C=C2\SC(=O)NC2=S)cc1OC	2.1	-0.2%	5.6	32.5*	11.6	-4.1%	5.3	17.9	-25.6
CCc1ccc(NC(=O)CN2CCN(C3CCCCC3)C(=O)C2=O)cc1	6.6	2.2%	1.2	1.0	-0.3	-7.3%	-0.6	0.4	-7.1
Cc1cccc(OCCn2c(-c3ccco3)nc3ccccc32)c1	-1.0	1.2%	9.2	0.7	-0.8	-8.1%	1.4	-3.1	-25.5
COc1ccc(CN2CC(=O)N(c3ccccc3OC)C2=S)cc1OC	-0.8	-0.4%	-0.5	4.5	0.2	-14.8%	16.3	-5.9	-4.6
Cc1ccc(NC(=O)CSc2ncc(-c3ccccc3)[nH]2)cc1	-14.0	0.7%	-1.0	-1.7	-0.3	-8.9%	0.1	-7.3	-9.7
CCc1ccccc1NC(=O)CSc1nc(-c2ccccc2OC)nc2c1Cc1c(CO)cnc(C)c1O2	6.4	9.8%	-11.7	1.1	0.1	6.4%	-0.7	3.5	-27.6
CSc1nc(N)nc(SCC(=O)Nc2cccc(F)c2)c1C#N	-44.5*	16.1%	5.3	19.3	-1.4	38.6%[activator]	-13.3	-2.0	-5.9
CCOc1ccc(/C=C/c2nc(C#N)c(NC(C)CC)o2)cc1 (configuration not stated)	-23.2	13.0%	6.0	2.6	-1.3	7.4%	0.5	nt	6.0
COc1ccc(N(CC(=O)Nc2cc(Cl)ccc2C)S(=O)(=O)c2c(C)n[nH]c2C)cc1	-4.9	-2.8%	-3.2	2.5	0.4	-9.5%	-1.4	-4.6	1.3
NC(=O)C(Cc1ccccc1)NC(=O)C12CC3CC(CC(C3)C1)C2 (configuration not stated)	-0.7	-3.0%	0.9	4.8	0.7	-13.6%	2.1	12.6	-5.3
CCCCCC1CC(CC(=O)O)C(=O)O1 (configuration not stated)	10.2	1.2%	-3.1	0.6	-0.1	-13.3%	-5.5	-0.9	8.0
COc1ccc(-n2cc(C#N)c(=O)n(Cc3ccc(F)cc3)c2=O)cc1	1.2	-2.1%	-5.9	9.9	1.0	-7.7%	-5.2	7.3	-7.8
O=C(Nc1cc(Cl)ccn1)C1(c2ccccc2)CC1(Cl)Cl (configuration not stated)	-17.4	-0.9%	0.9	3.5	1.0	6.3%	-6.0	-1.4	?
Cc1csc(-c2coc3cc(O)cc(C)c3c2=O)n1	-4.7	-0.6%	-4.6	1.1	0.7	?	-4.1	-9.3	-6.3
Cc1cc(C)c(S(=O)(=O)NCC(c2ccc(N(C)C)cc2)N2CCOCC2)c(C)c1 (configuration not stated)	-6.0	5.8%	-0.3	-0.4	-0.8	-2.8%	0.8	-0.3	-27.2
COc1ccccc1CNC(=O)C(=O)NCC(c1ccco1)N1CCOCC1 (configuration not stated)	16.0	0.1%	4.9	0.2	0.6	-3.0%	-0.1	3.1	8.3
CCOc1nc(NC(C)C)nc(NC(C)C)n1	-0.5	0.7%	5.5	3.7	0.3	-9.3%	-3.5	-6.1	3.9
CCCCNC(=O)c1cn(CC)c2cc(N3CCN(C(=O)c4ccco4)CC3)c(F)cc2c1=O	14.5	2.1%	-2.7	1.8	0.3	-6.6%	-2.8	-3.0	-4.0
Cc1cc2ncc(C(=O)Nc3ccsc3C(=O)O)c(C)n2n1	-21.6	-1.9%	4.7	-0.1	0.8	1.9%	9.9	6.2	8.0
Cc1ccc2c(cnn2C(=O)CCC(=O)NCc2ccccc2Cl)c1	3.0	5.9%	3.3	2.2	-0.3	-23.7%	-5.0	12.7	-12.0
